Source: PubChem (several laboratories)
Insulin prom up = MIN6 insulin promoter up-regulation | MIN6 insulin promoter-GFP reporter, high-content imaging; stronger effect = higher value | z-score at 5 µM | 190,000 tested, 0.3% active | AID 1625;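 active means z-score above 3 at 5 µM with at least 500 cells counted in the well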
bCat nuc transl = alters nuclear translocation of beta-catenin in HeLa cells; immunofluorescence imaging; nuclear translocation activity, % at 5 µM; 190,000 tested, 0.3% active;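 active means nuclear translocation activity above 50% at 5 µM, with a well cell count of 50 or more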;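 further: per-cell ratio of nuclear to cytoplasmic median beta-catenin stain intensity; plate controls were DMSO negative control for no effect and GSK-3 inhibitor IX positive control for full effect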
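Technique: fluorescence imaging of beta-catenin antibody stain plus DAPI / Material: human HeLa cell line / Incubation: compound treatment 24 h, 37°C, 5% CO2 / Read-out basis: % activation of per-cell nuclear versus cytoplasmic median beta-catenin signal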
MT stabilizer = stabilizes microtubules in HeLa cells; HeLa tubulin immunostaining HCS, 24 h; share of cells brighter than vehicle mean+2SD; % tubulin-high responders, % at 10 µM; 200,000 tested, 0.83% active;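 active means plate Z-score above 3 for both tubulin-high and condensed-nucleus cell shares, with cell loss under 80%, at 10 µM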;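 further: anti alpha tubulin signal scored within the nucleus-defined area of each cell; some results filed as inactive read as strong as hits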
Autophagy mod = autophagy modulation, high-content screen | MEF GFP-LC3 puncta imaging; test concentration mostly 10 µM | calls only at 10 µM (by protocol) | 190,000 tested, 0.98% active | AID 463193;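 active means percentage of spot-positive cells more than 3 SD above its plate mean, without a fluorescence outlier flag or 80% toxicity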;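 further: spot-positive cell cutoff set from DMSO-treated cells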
T cell modulator = modulates CD8 T cell binding to vesicles; 2C CD8+ T cell-vesicle binding, flow cytometry; stronger effect = lower value; calls only at 7 µM; 330,000 tested, 0.068% active;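 active means response, share of CD8 T cells binding vesicles, and their 90th percentile fluorescence all below set limits, cut at about 80% in these data, passing the limit was not always enough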
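incubation = binding step 1.5 h, 37 °C, antibody labelling 20 min, ice | test system = 2C mouse CD8+ T cells | read-out basis = percent CD8+ FL2 mean versus row control | controls = Peptide-free naked vesicles (low) and QL9 vesicles with 0.7% DMSO vehicle (high) | detection = flow cytometry of vesicle-bound cells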
Dynein transport = dynein cargo transport inhibition. 3617.4 mouse cells, GR-EGFP nuclear translocation imaging; test concentration mostly 20 µM; stimulated with dexamethasone, 1 µM; stronger effect = lower value. z-score, hits read low. 220,000 tested, 0.47% active. AID 1381;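 active means plate z-score of nuclear minus cytoplasmic receptor signal below a set negative limit, without overly bright fluorescence or cell loss, cut at about -3.5 in these data, passing the limit was not always enough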;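 further: z-score of nuclear minus cytoplasmic ring GR-EGFP intensity difference per well; some compounds called inactive have numbers as strong as hits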
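Medium: Induction medium lacking tetracycline, stripped serum | Probe or stimulus: 1.0 µM final dexamethasone stimulus | Schedule: 48 h induction, then 1 h compound, then 30 min agonist, 37 °C | Signal: Automated 10x imaging of fixed Hoechst-stained cells | Evaluation: Per-cell GR-EGFP intensity, nucleus versus surrounding cytoplasmic ring, well-averaged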
PhoP inhibition = PhoP-dependent GFP reporter repression – Salmonella Typhimurium, primary screen (AID 1863) | S. Typhimurium PhoP-regulated promoter GFP reporter, 4 h; higher % means a stronger effect | 300,000 tested, 0.16% active | inhibition, % at 50 µM, or IC50 in µM where a hit was titrated;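 active means inhibition over 29.93%, a cutoff 3 SD above the screen mean, later confirmed by dose response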;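 further: 0% = low Mg2+ inducing control and 100% = high Mg2+ repressing control; strong numbers were not always called active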
CSM14.1 death rescue = protection against thapsigargin-triggered cell killing – 384-well, CSM14.1, ATP luminescence, primary screen (AID 1222); 190,000 tested, under 10 active; cellular ATP content (survival), % at 20 µM; hits with a dose series show EC50 in µM; CSM14.1 thapsigargin-induced death rescue, ATP luminescence; higher % means a stronger effect;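 active means EC50 below 50 µM in the dose-response confirmation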;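 further: death triggered by thapsigargin at about 15 µM added after 2 h compound pretreatment; cell ATP read after overnight thapsigargin exposure of roughly 18 to 22 hours; normalized against plate controls of thapsigargin alone and 5% DMSO vehicle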
Hep lipid drop = hepatic lipid droplet formation modulation; AML12 mouse hepatocytes, oleate lipid droplets, BODIPY imaging; inhibition, % at 6.5 µM; 240,000 tested, 0.4% active; AID 1656;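 active means lipid droplet intensity inhibited by at least 50%, with more than 500 cells counted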
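Assay system: AML12 hepatocytes (mouse); Probe or stimulus: oleic acid at 100 µM to induce lipid droplet formation; Dosing: compound at 6.5 µM only; Schedule: compound with oleate, overnight; Detection: fluorescence imaging, 20x objective, two fields per well; Measure: % inhibition of lipid droplet signal.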
Dynein transport cytoplasmic EGFP = further read-out of Dynein transport, marked with its call; z-score; measured here: cytoplasmic GR-EGFP intensity; stronger effect = higher value
Dynein transport nuclear GR-EGFP = also measured in Dynein transport; calls as there; z-score; measured here: nuclear GR-EGFP intensity;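 lower value marks the stronger effect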
Dynein transport cell count = further read-out of Dynein transport, marked with its call; z-score; measured here: cell count per field
Insulin prom up cell count = recorded beside Insulin prom up, whose call it bears; cell count; measured here: cytotoxicity, nuclei count;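 total cells summed across four imaged fields per well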
Hep lipid drop cells 6.5 µM = further read-out of Hep lipid drop, marked with its call; cell count; measured here: cell count, cytotoxicity flag;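 cells counted across two imaged fields per well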
bCat nuc transl cell count 5 µM = further read-out of bCat nuc transl, marked with its call; cell count; measured here: cell count, cytotoxicity flag
T cell modulator vesicle-bound % = also measured in T cell modulator; calls as there; double positive events, %; measured here: CD8+ vesicle-bound cell fraction;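 binding gate set so that unloaded-vesicle control wells show 10% double positive cells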
MT stabilizer Hoechst-high % = further read-out of MT stabilizer, marked with its call; % Hoechst-high responders; measured here: nuclear condensation Hoechst responders;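 share of cells brighter than vehicle mean plus two SD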
MT stabilizer cytotoxicity % = further read-out of MT stabilizer, marked with its call; toxicity, %; measured here: cytotoxicity by cell density;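 0% = mean cell density of plate MIN control wells and 100% = no cells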
Autophagy mod cell loss 18 h = second read-out of Autophagy mod, no call of its own (marks repeat the call); toxicity, %; measured here: cell loss, nuclei count;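 cell loss after 18 h compound exposure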
* = called active by the depositor; i = inactive; nt = not tested or not shown.

SMILES	Insulin prom up	Insulin prom up cell count	bCat nuc transl	bCat nuc transl cell count 5 µM	MT stabilizer	MT stabilizer Hoechst-high %	MT stabilizer cytotoxicity %	Autophagy mod	Autophagy mod cell loss 18 h	T cell modulator	T cell modulator vesicle-bound %	Dynein transport	Dynein transport cytoplasmic EGFP	Dynein transport nuclear GR-EGFP	Dynein transport cell count	PhoP inhibition	CSM14.1 death rescue	Hep lipid drop	Hep lipid drop cells 6.5 µM
Cc1ccc2[nH]c3c(c2c1)CN(C(=O)CN1CCN(c2ccccn2)CC1)CC3	-0.68	609	-4.2	928	3.3	3.1	13	i	-18	i	18	1.2	-0.18	1.2	0.17	-1%	-0.5%	nt	nt
Cc1n[nH]c(C)c1N=Nc1cc(Cl)ccc1Cl	nt	nt	nt	nt	3.9	1.9	6.3	i	8	i	40	0.6	-0.23	0.12	-0.2	21%	-3.3%	nt	nt
Fc1ccccc1-c1nc(NCc2ccco2)c2ccccc2n1	0.22	1574	-1.4	1096	2.2	1.0	8.7	i	0	i	47	-0.77	-0.21	0.026	0.67	-14%	0.0%	26	679
O=C(Oc1cccnc1)c1ccccc1[N+](=O)[O-]	0.65	1349	1.1	926	2.5	2.1	2.9	i	-13	i	52	-0.3	-0.3	-0.57	0.3	4%	-1.1%	4	670
Cc1cc(Nc2ccc(F)c(Cl)c2)n2ncnc2n1	-0.69	2127	-3.2	1140	1.8	1.6	7.9	i	20	i	51	0.093	-0.16	0.17	0.33	0%	nt	12	651
Cc1nnc(NC(=O)CSc2nccn2-c2cccc(C)c2C)s1	0.48	913	nt	nt	20*	21*	64*	i	26	i	7	0.18	0.0093	0.4	-0.98	0%	0.8%	nt	nt
Cc1ccc(CN2CCN(Cc3cnc(N4CCOCC4)s3)CC2CCO)cc1 (stereo unspecified)	-0.07	1449	0.7	1557	2.0	2.1	6.4	i	-8	i	36	-1.2	-0.3	-0.63	0.87	-6%	-2.8%	1	670
COc1cccc(/C=C2\N=C(c3c(-c4ccccc4)noc3C)OC2=O)c1OC	2.4	1387	-2.2	1430	3.1	2.0	8.1	i	2	i	39	-1.6	-0.25	-1.5	1.2	0%	-1.6%	nt	nt
CC(C)NC(=O)CCCc1cn(C)c2ccccc12	-0.06	1401	-6.1	928	3.7	3.0	4.0	i	-7	i	45	-1.2	-0.34	-0.75	0.39	-1%	0.3%	nt	nt
O=C(Oc1ccc(Cl)c2cccnc12)C12CC3CC(CC(C3)C1)C2	1.2	1602	-1.1	1027	8.0	1.9	1.9	i	17	i	25	0.076	-0.26	-0.1	0.26	-4%	-1.6%	-12	583
Cc1ccc(NC(=O)N2CCCC2C(=O)Nc2ccc(-n3cnnn3)c(C)c2)cc1 (stereo unspecified)	-0.32	1032	0.7	1005	3.1	1.7	3.0	i	-7	i	23	-0.03	-0.24	-0.065	0.83	5%	-0.9%	12	781
CCC(=O)Nc1nnc(SCCN2CCOCC2)s1	0.1	1412	-4.7	1152	1.2	2.6	0.6	i	-11	i	48	-0.012	-0.26	0.22	0.6	-10%	-1.0%	26	658

Two entries from above, in CSV form.
structure,Insulin prom up,Insulin prom up cell count,bCat nuc transl,bCat nuc transl cell count 5 µM,MT stabilizer,MT stabilizer Hoechst-high %,MT stabilizer cytotoxicity %,Autophagy mod,Autophagy mod cell loss 18 h,T cell modulator,T cell modulator vesicle-bound %,Dynein transport,Dynein transport cytoplasmic EGFP,Dynein transport nuclear GR-EGFP,Dynein transport cell count,PhoP inhibition,CSM14.1 death rescue,Hep lipid drop,Hep lipid drop cells 6.5 µM
Fc1ccccc1-c1nc(NCc2ccco2)c2ccccc2n1,0.22,1574,-1.4,1096,2.2,1.0,8.7,i,0,i,47,-0.77,-0.21,0.026,0.67,-14%,0.0%,26,679
CC(C)NC(=O)CCCc1cn(C)c2ccccc12,-0.06,1401,-6.1,928,3.7,3.0,4.0,i,-7,i,45,-1.2,-0.34,-0.75,0.39,-1%,0.3%,nt,nt

Retrieved by structure from the list above (2):
SMILES	Insulin prom up	Insulin prom up cell count	bCat nuc transl	bCat nuc transl cell count 5 µM	MT stabilizer	MT stabilizer Hoechst-high %	MT stabilizer cytotoxicity %	Autophagy mod	Autophagy mod cell loss 18 h	T cell modulator	T cell modulator vesicle-bound %	Dynein transport	Dynein transport cytoplasmic EGFP	Dynein transport nuclear GR-EGFP	Dynein transport cell count	PhoP inhibition	CSM14.1 death rescue	Hep lipid drop	Hep lipid drop cells 6.5 µM
CCC(=O)Nc1nnc(SCCN2CCOCC2)s1	0.1	1412	-4.7	1152	1.2	2.6	0.6	i	-11	i	48	-0.012	-0.26	0.22	0.6	-10%	-1.0%	26	658
Cc1ccc2[nH]c3c(c2c1)CN(C(=O)CN1CCN(c2ccccn2)CC1)CC3	-0.68	609	-4.2	928	3.3	3.1	13	i	-18	i	18	1.2	-0.18	1.2	0.17	-1%	-0.5%	nt	nt

Additional compounds follow.
SMILES	Insulin prom up	Insulin prom up cell count	bCat nuc transl	bCat nuc transl cell count 5 µM	MT stabilizer	MT stabilizer Hoechst-high %	MT stabilizer cytotoxicity %	Autophagy mod	Autophagy mod cell loss 18 h	T cell modulator	T cell modulator vesicle-bound %	Dynein transport	Dynein transport cytoplasmic EGFP	Dynein transport nuclear GR-EGFP	Dynein transport cell count	PhoP inhibition	CSM14.1 death rescue	Hep lipid drop	Hep lipid drop cells 6.5 µM
Cc1ccc(C(=O)Oc2oc(-c3ccco3)nc2C=Nc2ccc(Cl)cc2)cc1	1.6	1352	-0.6	1348	2.8	1.7	4.7	i	1	i	11	-3.7*	0.16*	-1.7*	0.33*	9%	-1.5%	nt	nt
COC(=O)c1ccc(NC(=O)CCS(=O)(=O)c2ccc(Br)s2)cc1	0.66	1307	-3.8	1033	3.4	1.6	2.5	i	1	i	14	-0.92	-0.25	-0.36	1	-7%	-1.7%	nt	nt
Cc1ccccc1NC1c2ccccc2C(=O)N1Cc1ccco1 (stereo unspecified)	0.11	850	nt	nt	3.8	2.2	9.7	i	10	i	37	2.5	0.0081	1.7	-1.1	8%	0.7%	nt	nt
Cc1ccc(-c2ccc(C(=O)Nc3cccc(F)c3)o2)c2ccccc12	-0.71	1111	nt	nt	2.6	3.0	8.7	i	-78	i	12	1.6	-0.21	1	0.37	-2%	-0.6%	-3	703
O=C(CSc1nnc([C@@H]2CCCN2)o1)c1ccc(Cl)cc1	0.06	1213	-1.0	908	3.9	3.5	2.9	i	3	i	30	0.8	-0.25	0.97	-1.3	2%	1.2%	nt	nt
O=C(NCCCO)c1ccc(CSc2nc3ccccc3[nH]2)cc1	-0.19	1437	1.0	976	1.3	1.0	3.5	i	37	i	69	0.49	-0.25	0.43	-0.11	-2%	1.7%	-2	642
CCNC(=S)N/N=C(\C)c1ccco1	0	1329	-3.3	1171	4.5	2.9	7.0	i	-1	i	39	-0.77	-0.34	-0.019	0.14	-2%	-0.8%	7	675
COCc1cc(C)nc(NCCc2ccccc2)c1C#N	1.9	1009	0.4	931	2.0	1.0	0.4	i	-8	i	2	-0.22	-0.25	0.1	0.55	8%	-1.3%	-7	650
COc1cccc(-n2c(SCC(N)=O)nnc2-c2c[nH]c3ccccc23)c1	-0.46	930	nt	nt	5.8	3.4	8.2	i	1	i	25	-0.14	-0.24	0.12	0.57	2%	-1.7%	nt	nt
CC12CCC(C(=O)N3CCN(Cc4ccccc4)CC3)(OC1=O)C2(C)C (stereo unspecified)	-0.43	905	nt	nt	1.8	1.5	8.2	i	-13	i	42	1.5	-0.21	1.2	-1.2	-4%	1.5%	nt	nt
O=C1C2CC=C(Cl)CC2C(=O)N1CC1Cc2ccccc2CO1 (stereo unspecified)	1.3	1020	3.3	1216	2.6	4.0	2.3	i	1	i	23	-1.4	-0.082	-0.81	0.33	13%	-0.2%	nt	nt
CC(C(=O)NCCS(=O)(=O)c1ccc(Cl)cc1)S(=O)(=O)c1ccccc1 (stereo unspecified)	0.23	1388	2.0	1102	6.3	1.1	6.3	i	5	i	65	1.8	-0.39	0.35	0.23	8%	nt	19	694
N#C/C(=C\c1ccc(-c2cccc(C(F)(F)F)c2)o1)C(=O)Nn1cnnc1	0.24	1360	nt	nt	3.2	2.7	5.4	i	17	i	4	-0.4	-0.2	-0.4	0.047	-16%	-1.2%	2	662
